# Assay outcomes as filed in PubChem.
# D2 agonist: agonists of human D2 dopamine receptor. P14416. HEK293 T-REx D2 cells, calcium flux agonist mode. activation, % at 2 µM. 340,000 tested, 0.53% active. AID 485358;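 active = activation over 3 SD above normal in the single-dose calcium agonist read, cut at about 30% in these data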; note: 0% is about no effect
# Target sequence (P14416 whole entry, looked up): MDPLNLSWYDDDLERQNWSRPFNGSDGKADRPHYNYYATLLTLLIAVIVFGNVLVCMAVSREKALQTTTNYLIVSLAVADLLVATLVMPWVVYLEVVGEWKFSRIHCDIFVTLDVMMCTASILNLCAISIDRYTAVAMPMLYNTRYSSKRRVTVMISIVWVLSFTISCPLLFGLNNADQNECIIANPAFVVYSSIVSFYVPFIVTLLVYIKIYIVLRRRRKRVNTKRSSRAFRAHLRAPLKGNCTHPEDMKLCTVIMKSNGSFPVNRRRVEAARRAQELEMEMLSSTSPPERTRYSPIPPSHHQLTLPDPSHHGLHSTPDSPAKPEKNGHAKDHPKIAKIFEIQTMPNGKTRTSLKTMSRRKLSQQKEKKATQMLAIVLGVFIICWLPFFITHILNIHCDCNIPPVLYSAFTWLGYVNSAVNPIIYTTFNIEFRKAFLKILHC
#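 Calcium-flux readout, 1 cycle/sec over 180 s following compound pin transfer, in inducible HEK293 Trex D2 cells (force-coupled); dopamine controls included. Positive calcium responses during this window marked compounds as potential agonists.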
# TRHR ag: activates the human TRH receptor. 360,000 tested, 0.18% active. P34981. activation, % at 2 µM. TRHR cells, calcium flux fluo-8, FDSS agonist mode; in the data active = activation above about 30%; note: 0% is about no effect
#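 Read-out: compound-evoked intracellular calcium rise in TRHR cells, fluo-8 dye, kinetic FDSS fluorescence at 1 s/cycle following a 10-cycle baseline. Cells cultured overnight before dye loading (30 min–1.5 h, RT).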
# IDH1 R132H inh: blocks human mutant IDH1 R132H enzyme; O75874; IDH1-R132H enzyme, NADPH consumption, diaphorase/resazurin fluorescence; Potency, µM (titrated, usually from 76.6 µM), for the others: at the top dose activity change, negative = inhibition, hits mostly inhibitors; 390,000 tested, 0.093% active; note: potency is the fitted concentration of half-maximal effect; % is set by controls: 0 for no effect and ±100 for the full control effect; nearly all actives have a fitted effect of over 65% in size
# Target sequence (O75874 whole entry R132H, stated change not applied): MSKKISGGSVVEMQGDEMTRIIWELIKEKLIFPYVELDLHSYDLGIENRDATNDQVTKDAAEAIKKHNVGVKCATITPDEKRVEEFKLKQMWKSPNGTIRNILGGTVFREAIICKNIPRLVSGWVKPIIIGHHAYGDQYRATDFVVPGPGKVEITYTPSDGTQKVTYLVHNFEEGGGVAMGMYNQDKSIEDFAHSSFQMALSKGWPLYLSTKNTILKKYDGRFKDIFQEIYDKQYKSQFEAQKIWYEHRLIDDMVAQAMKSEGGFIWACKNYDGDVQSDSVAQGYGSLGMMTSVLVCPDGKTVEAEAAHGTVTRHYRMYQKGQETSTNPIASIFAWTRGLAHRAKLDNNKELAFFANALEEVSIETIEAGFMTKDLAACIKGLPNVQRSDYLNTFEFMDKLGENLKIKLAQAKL
#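 IDH1-R132H (0.5 ug/mL dispensed) in pH 7.5 Tris buffer was preincubated 30 min with compound, then given a substrate mix of 0.016 mM NADPH and 2 mM alpha-KG for 80 min at room temperature; remaining NADPH was read by diaphorase/resazurin fluorescence.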
# TrxR1 substrate: is turned over as a substrate by rat TrxR1 | O89049 | purified TrxR1 substrate turnover, NADPH consumption readout | Potency, µM (top dose mostly 114 µM), without a hit: at the top dose activity change, negative = substrate turnover | 390,000 tested, 0.01% active; note: potency is the fitted concentration of half-maximal effect; % is set by controls: 0 for no effect and ±100 for the full control effect; nearly all actives have a fitted effect of over 50% in size
#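 Rat TrxR1, dispensed at 90 nM, was prereduced with 400 uM NADPH (final) for 5 min at ~22 deg C, then incubated with compound 15 min before 400 uM selenite. A first-read NADPH fluorescence drop versus no-compound background flagged substrates.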
# USP1 inh: USP1/UAF1 (human) deubiquitinase inhibition; Potency, µM (doses to about 57.1 µM), for inactives: at the top dose activity change, negative = inhibition, actives largely listed as inhibitors; recombinant USP1/UAF1, Ub-Rhodamine cleavage fluorescence; AID 743255; 390,000 tested, 0.23% active; O94782; note: potency is the fitted concentration of half-maximal effect; % is set by controls: 0 for no effect and ±100 for the full control effect; nearly all actives have a fitted effect of over 60% in size; inactives centre near -12
#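 Step one: compound is pinned into 1nM USP1/UAF1 in HEPES pH 7.8 buffer with TCEP. Step two: 15 min room-temperature incubation. Step three: Ub-Rho (150nM final) starts cleavage, tracked by fluorescence over six one-minute reads.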
# TrxR1 inh: blocks rat thioredoxin reductase 1 | O89049 | recombinant rTrxR1, NADPH fluorescence consumption, selenite substrate | AID 588453 | Potency, µM (series often up to 114 µM), without a hit: at the highest dose activity change, negative = inhibition, hits mostly inhibitors | 390,000 tested, 1% active; note: potency is the fitted concentration of half-maximal effect; % is set by controls: 0 for no effect and ±100 for the full control effect; nearly all actives have a fitted effect of over 65% in size
#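 Rat TrxR1 (90 nM in the dispensed reagent) was pre-reduced with 400 uM NADPH for 5 min at room temperature, then incubated with compound for 15 min. After 400 uM selenite was added, NADPH fluorescence (Ex 340/Em 450 nm) was followed for 8 min.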
# TRHR PAM: allosteric enhancers of human TRH receptor | 360,000 tested, 0.66% active | enhancement, % at 2 µM | AID 493056 | TRHR cells, fluo-8 calcium fluorescence, EC20 TRH enhancement; in the data active = enhancement above about 30%; note: 0% is about no effect
#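 Enhancer read-out: after compound pinning and an initial kinetic agonist-mode read, an EC20 of TRH (10 nM final) was injected and fluo-8 calcium signal (Ex 480/Em 530) followed at 1 s/cycle for 100 cycles in TRHR-expressing cells.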
# D2 antagonist: D2 dopamine receptor (human) antagonism | P14416 | HEK293 TREx D2 cells, calcium flux, dopamine EC80 | inhibition, % at 10 µM | 340,000 tested, 2% active | AID 485344; in the data active = inhibition above about 30%; note: 0% is about no effect
#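 Tetracycline-induced HEK293 T-REx cells expressing D2 force-coupled to calcium signalling were dye-loaded, exposed to compound for 180 s, then challenged with an EC80 of dopamine; calcium flux was followed kinetically for a further 180 s.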
# Pin1 inhibitor: blocks the human prolyl isomerase Pin1; Q13526; Potency, µM (doses to about 115 µM), inactives show top-dose activity, negative = inhibition, usual class: inhibitors; AID 504891; Pin1 FP peptide displacement, HiFluor488, 10 min; 390,000 tested, 0.009% active; active = well fitted inhibition curve with a large enough effect in the polarisation, with a control signal flat, not every such curve was filed as active; inconclusive = small, poorly fitted or top-dose-only effect, or effect the other way, or a change in a side signal; inactive = no such curve, though single readings can be large or run the other way; the % refers to the polarisation; note: potency is the fitted concentration of half-maximal effect; % is set by controls: 0 for no effect and ±100 for the full control effect
# Target sequence (Q13526 whole entry, looked up): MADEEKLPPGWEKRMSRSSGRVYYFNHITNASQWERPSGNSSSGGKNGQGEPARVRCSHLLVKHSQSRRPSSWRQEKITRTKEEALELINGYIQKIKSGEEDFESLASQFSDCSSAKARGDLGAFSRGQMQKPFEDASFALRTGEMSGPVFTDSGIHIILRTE
# Active calls of the source: *; ? = inconclusive; . = not tested or not shown; [ ] = another dose, or the depositor's remark. Unless noted, calls come from the whole dose curve; as a rule, active = well fitted inhibition curve with a large enough effect; inconclusive = small, poorly fitted or top-dose-only effect; inactive = no such curve, though single readings can be large or run the other way. The list is partial; rates above refer to the full screens.
SMILES,D2 agonist,TRHR ag,IDH1 R132H inh,TrxR1 substrate,USP1 inh,TrxR1 inh,TRHR PAM,D2 antagonist,Pin1 inhibitor
FC(F)(F)c1cccc(NC(=S)NCCN2CCOCC2)c1,0.3,2.1,5%,-1%,-2%,0%,13,-20,1%
CCN1C(=O)/C(=C2\SC(=S)N(c3c(C)n(C)n(-c4ccccc4)c3=O)C2=O)c2ccccc21,.,-1.6,0%,-4%,-20%,-22%,8,.,-1%
Cc1ccc(OCC(=O)NNC(=S)NC(=O)C2CC2)c(C)c1,-0.7,0.7,.,.,.,.,10,5,.
O=C(CN1CCN(c2ccccc2)CC1)Nc1scc2c1c(=O)oc1ccccc12,13,0.4,-5%,-3%,-15%,6%,2,-18,-3%
CCCn1c(SCC(=O)Nc2ccccc2N2CCOCC2)nc2c1c(=O)n(C)c(=O)n2C,-0.6,0.2,9%,-3%,-13%,0%,4,-15,-6%
O=C(NCCC1=CCCCC1)c1cc(-c2ccncc2)nc2ccccc12,-1.4,-0.5,0%,7%[57.1 µM],-6%,21%[57.1 µM],-6,-6,-7%
O=C(CSc1n[nH]c(-c2cccs2)n1)N1CCN(S(=O)(=O)c2ccccc2)CC1,0.9,0.4,-4%,4%,-1%,4%,-4,-20,8%
O=c1[nH]cnc2c1C(c1ccccc1[N+](=O)[O-])c1c(nc[nH]c1=O)O2,-0.2,0.8,3%,-8%,-8%,-13%,-4,1,-5%
COc1ccc(CCNC(=O)c2cc(-c3cccs3)on2)cc1OC,-0.2,-0.9,1%,9%,-11%,14%,14,9,-5%
COC(=O)CC1C(=O)NCCN1C(=O)c1ccc(S(=O)(=O)N2CCOCC2)cc1 (stereo unspecified),.,0.1,9%,4%[57.1 µM],-3%,13%[57.1 µM],-2,.,5%
O=C(C1=NN(c2ccccc2)C(=O)CC1)N1CCc2ccccc2C1,0.8,0.4,-13%,0%,-24%,19%,-2,1,5%
O=C(c1ccccc1)N1CCC(=O)N(C(CO)Cc2ccccc2)CC1 (stereo unspecified),.,.,-6%,9%,-11%,25%,.,.,-4%
O/C(=C\c1ccc2ccccc2n1)c1ccncc1,12,17,9%,-13%,?,15%[57.1 µM],-2,-2,?
CN(C)c1ccc(CN(C(=O)c2cc3ccccc3oc2=O)C2CCS(=O)(=O)C2)cc1 (stereo unspecified),0.9,-0.3,1%,1%,-17%,3%,-1,5,-11%
COc1cccc(/C=C/C(=C2/C(=O)N(c3ccccc3)N=C2C)c2ccc(Br)cc2)c1OC,1.1,0.4,0%,6%[57.1 µM],1%,11%,-23,23,0%
CC1(C)CC(CC(=O)O)(c2ccc(Cl)cc2)CCO1 (stereo unspecified),2.4,0.9,14%,-1%,-24%,7%,-4,-17,2%
O=C(CCc1c[nH]c2ccccc12)NN1C(=O)NC2(CCCCC2)C1=O,-0.4,0.5,0%,3%,-15%,9%,-1,-8,-1%
Cc1ccc(C(=O)Nc2nc3ccc(S(C)(=O)=O)cc3s2)cc1C,-1.0,0.0,-5%,1%,-12%,12%,-2,-31,0%
COc1cc(CCCN2C(=S)NC[C@@H]2Cc2ccccc2)cc(OC)c1OC,0.4,-0.8,-5%,2%[57.1 µM],-24%,17%,-10,0,-1%
O=C(Cn1c(=O)n(Cc2ccc3c(c2)OCO3)c(=O)c2ccccc21)N1CCCc2ccccc21,-0.8,0.1,10%,7%,-14%,17%,9,-19,7%
CCOc1ccc(CN(Cc2ccco2)S(=O)(=O)c2ccc(-n3cnnn3)c(OC)c2)cc1,0.9,2.2,10%,-3%,-14%,15%,3,-10,7%
Cc1cccc(NC(=O)c2ccccc2C(=O)O)c1,0.9,0.9,1%,-4%,-15%,-4%,-5,19,2%
CSc1ccccc1NC(=O)c1cccnc1,-0.7,0.4,2%,10%,-10%,22%,13,11,-2%
Cc1cccc(-c2nc(CS(=O)CC(=O)N3CC(C)CC(C)C3)c(C)o2)c1 (stereo unspecified),-1.2,-1.0,-9%,0%,-12%,40µM*,1,2,1%
CN(C(=O)COC(=O)c1cccc(S(=O)(=O)N2CCOCC2)c1)C1CCS(=O)(=O)C1 (stereo unspecified),0.2,0.0,2%,-5%,-8%,7%,9,17,3%
Cc1oc2c(c(C)cc3oc(=O)c(CC(=O)NCCc4ccccc4F)c(C)c32)c1C,1.1,-0.1,-14%,5%,2%,15%,-3,.,-1%
CCN1CCN(c2cc(C)c3cc(NC(=O)c4cc(OC)c(OC)c(OC)c4)ccc3n2)CC1,0.2,-0.4,12%,-5%[57.1 µM],-21%,0%[57.1 µM],0,.,6%
COc1ccc(NC(=O)C2CCN(S(=O)(=O)c3ccc4[nH]c(=O)ccc4c3)CC2)cc1Cl,-1.3,0.4,10%,-7%[57.1 µM],-31%,-7%[57.1 µM],-1,.,15%
CCn1c2ccccc2c2cc(NC(=O)COC(=O)c3ccccc3F)ccc21,-0.8,1.0,0%,2%,-8%,8%,2,-21,17%
O=c1c2sc3ccccc3c2n(Cc2cccc(Cl)c2)c(=O)n1Cc1ccc(F)cc1,0.4,0.9,8%,11%,?,32%[activator],3,.,0%
O=c1cc(CN2CCCCCC2)nc2sccn12,0.1,-0.6,3%,10%[57.1 µM],-8%,-20%[57.1 µM],9,-4,-8%
O=[N+]([O-])c1cc(C(F)(F)F)c(Cl)cc1N1CCN(CCO)CC1,-0.5,1.1,7%,0%,-6%,-5%,-5,1,4%
CC(NC(=O)c1ccc2c(c1)S(=O)(=O)N=C1CCCCCN12)c1ccc(S(N)(=O)=O)cc1 (stereo unspecified),0.3,1.1,-5%,-3%,-2%,7%,1,11,0%
Cc1ccc(N2CC(c3nnc(Cc4ccc(F)cc4)o3)CC2=O)cc1 (stereo unspecified),0.1,-1.1,-12%,-1%,-17%,6%,-6,.,6%
O=C(NCc1cn2ccccc2n1)C1CCC(=O)N(Cc2ccccc2F)C1 (stereo unspecified),0.6,0.7,-1%,25%,-10%,17%,9,3,-2%
O=C(Cc1ccccc1)N/N=C/c1cc2c(cc1Cl)OCO2,0.2,-0.1,7%,27%,-19%,17%,12,-9,0%

# By substructure, the compounds so far with an NH in an aromatic ring
SMILES,D2 agonist,TRHR ag,IDH1 R132H inh,TrxR1 substrate,USP1 inh,TrxR1 inh,TRHR PAM,D2 antagonist,Pin1 inhibitor
O=C(CSc1n[nH]c(-c2cccs2)n1)N1CCN(S(=O)(=O)c2ccccc2)CC1,0.9,0.4,-4%,4%,-1%,4%,-4,-20,8%
O=c1[nH]cnc2c1C(c1ccccc1[N+](=O)[O-])c1c(nc[nH]c1=O)O2,-0.2,0.8,3%,-8%,-8%,-13%,-4,1,-5%
O=C(CCc1c[nH]c2ccccc12)NN1C(=O)NC2(CCCCC2)C1=O,-0.4,0.5,0%,3%,-15%,9%,-1,-8,-1%
COc1ccc(NC(=O)C2CCN(S(=O)(=O)c3ccc4[nH]c(=O)ccc4c3)CC2)cc1Cl,-1.3,0.4,10%,-7%[57.1 µM],-31%,-7%[57.1 µM],-1,.,15%

# Further results:
SMILES,D2 agonist,TRHR ag,IDH1 R132H inh,TrxR1 substrate,USP1 inh,TrxR1 inh,TRHR PAM,D2 antagonist,Pin1 inhibitor
c1csc(-c2nnsc2-c2nc3ccccc3[nH]2)c1,-1.1,0.8,-3%,2%,-21%,-12%,-2,4,?
COc1ccc(NS(=O)(=O)c2cc(OC)ccc2OC)cc1,.,.,3%,1%[57.1 µM],-4%,8%[57.1 µM],.,.,12%
COC(=O)c1cc2sccc2n1Cc1ccc(F)cc1,.,3.7,20%,-10%[57.1 µM],-18%,-15%[57.1 µM],2,.,3%
Cc1ccc(CNC(=O)C(CC(C)C)OC(=O)c2ccco2)cc1 (stereo unspecified),-0.4,-0.5,4%,3%,-4%,5%,0,6,-1%
Nc1ccc2c(c1)Cc1cc(Cl)c(Cl)cc1-2,.,.,7%,-8%[11.4 µM],-6%,-10%,.,.,-2%
O=C(C1CCCO1)N1CCN(C(=S)Nc2ccc(F)c(Cl)c2)CC1 (stereo unspecified),-0.1,0.6,0%,-1%,-2%,1%,2,2,-8%
COc1ccc(-n2c(CCc3ccccc3)n[nH]c2=S)cc1,13,0.2,3%,-4%,0%,-14%,-4,23,-2%
COc1ccc([C@H]2CC(=O)C=C(c3ccc(CNC(=O)OC(C)(C)C)cc3)C2)cc1,-0.8,0.5,-12%,3%[57.1 µM],-20%,17%[57.1 µM],1,-10,-5%
Cc1ccc(S(=O)(=O)N2CN(Cc3ccco3)c3nc4ccccc4nc32)cc1,0.3,0.4,2%,2%,-24%,?,8,7,49%[activator]
CC1(C)CC2CC(C)(CN2/C=C2/CCCCC2=O)C1 (stereo unspecified),1.0,0.6,-1%,-1%,-8%,16%[0.0914 µM],-1,4,?
CCOC(=O)CNC(=O)CSc1ncnc2c1nnn2-c1ccc(F)cc1,.,-1.1,-1%,-7%,-3%,-6%,-11,.,0%
Cc1ccc(OCCOC(=O)Nc2ccccc2)cc1,1.5,-0.1,2%,18%,-4%,29%[57.1 µM],-3,-12,-1%
COC(=O)c1ccc(CSc2nc3c(c(=O)n2-c2ccc(Br)cc2)SCC3)o1,0.3,0.0,9%,5%[57.1 µM],-9%,18%[57.1 µM],0,4,25%
CCCc1ccc(-c2ccc(C(=O)Oc3ccc(Br)cc3)cc2)nc1,-1.1,-1.4,12%,-1%,-3%,21%,3,.,3%
COc1ccc(OC)c(NC(=O)C2=C(C)C(=O)OC23CCN(C(C)C)CC3)c1,0.1,-0.1,4%,-2%[57.1 µM],-2%,-10%[57.1 µM],-5,.,19%
COCCCn1c(SCC(=O)NC(C)(C)C)nnc1-c1cccs1,1.6,0.0,9%,0%,-11%,7%,6,-1,-16%
CC1(C)Cc2c(cnn2-c2ccc(F)cc2)C(NC(=O)C2=NNC(=O)CC2)C1 (stereo unspecified),-0.1,-0.1,0%,-4%,-26%,7%,4,-5,-7%
CSc1nc2c(sc3ccccc32)c(=O)n1Cc1ccc(C)cc1,0.0,0.1,-5%,-3%[57.1 µM],-28%,8%[57.1 µM],-3,.,2%
